# KDM5B inh: KDM5B demethylase inhibition. 2.6% of 220,000 active. Potency, µM (titrated, usually from 57.7 µM), for the others: top-dose activity change, negative = inhibition, actives largely listed as inhibitors. KDM5B demethylase, FDH-coupled NADH fluorescence (FDH is formaldehyde dehydrogenase). AID 1347165; active means well fitted inhibition curve with a large enough effect; inconclusive means small, poorly fitted or top-dose-only effect; inactive means no such curve, though single readings can be large or run the other way; further: 0% is about no effect; nearly all actives have a fitted effect of over 70% in size
# Target sequence (Q9UGL1 whole entry, looked up): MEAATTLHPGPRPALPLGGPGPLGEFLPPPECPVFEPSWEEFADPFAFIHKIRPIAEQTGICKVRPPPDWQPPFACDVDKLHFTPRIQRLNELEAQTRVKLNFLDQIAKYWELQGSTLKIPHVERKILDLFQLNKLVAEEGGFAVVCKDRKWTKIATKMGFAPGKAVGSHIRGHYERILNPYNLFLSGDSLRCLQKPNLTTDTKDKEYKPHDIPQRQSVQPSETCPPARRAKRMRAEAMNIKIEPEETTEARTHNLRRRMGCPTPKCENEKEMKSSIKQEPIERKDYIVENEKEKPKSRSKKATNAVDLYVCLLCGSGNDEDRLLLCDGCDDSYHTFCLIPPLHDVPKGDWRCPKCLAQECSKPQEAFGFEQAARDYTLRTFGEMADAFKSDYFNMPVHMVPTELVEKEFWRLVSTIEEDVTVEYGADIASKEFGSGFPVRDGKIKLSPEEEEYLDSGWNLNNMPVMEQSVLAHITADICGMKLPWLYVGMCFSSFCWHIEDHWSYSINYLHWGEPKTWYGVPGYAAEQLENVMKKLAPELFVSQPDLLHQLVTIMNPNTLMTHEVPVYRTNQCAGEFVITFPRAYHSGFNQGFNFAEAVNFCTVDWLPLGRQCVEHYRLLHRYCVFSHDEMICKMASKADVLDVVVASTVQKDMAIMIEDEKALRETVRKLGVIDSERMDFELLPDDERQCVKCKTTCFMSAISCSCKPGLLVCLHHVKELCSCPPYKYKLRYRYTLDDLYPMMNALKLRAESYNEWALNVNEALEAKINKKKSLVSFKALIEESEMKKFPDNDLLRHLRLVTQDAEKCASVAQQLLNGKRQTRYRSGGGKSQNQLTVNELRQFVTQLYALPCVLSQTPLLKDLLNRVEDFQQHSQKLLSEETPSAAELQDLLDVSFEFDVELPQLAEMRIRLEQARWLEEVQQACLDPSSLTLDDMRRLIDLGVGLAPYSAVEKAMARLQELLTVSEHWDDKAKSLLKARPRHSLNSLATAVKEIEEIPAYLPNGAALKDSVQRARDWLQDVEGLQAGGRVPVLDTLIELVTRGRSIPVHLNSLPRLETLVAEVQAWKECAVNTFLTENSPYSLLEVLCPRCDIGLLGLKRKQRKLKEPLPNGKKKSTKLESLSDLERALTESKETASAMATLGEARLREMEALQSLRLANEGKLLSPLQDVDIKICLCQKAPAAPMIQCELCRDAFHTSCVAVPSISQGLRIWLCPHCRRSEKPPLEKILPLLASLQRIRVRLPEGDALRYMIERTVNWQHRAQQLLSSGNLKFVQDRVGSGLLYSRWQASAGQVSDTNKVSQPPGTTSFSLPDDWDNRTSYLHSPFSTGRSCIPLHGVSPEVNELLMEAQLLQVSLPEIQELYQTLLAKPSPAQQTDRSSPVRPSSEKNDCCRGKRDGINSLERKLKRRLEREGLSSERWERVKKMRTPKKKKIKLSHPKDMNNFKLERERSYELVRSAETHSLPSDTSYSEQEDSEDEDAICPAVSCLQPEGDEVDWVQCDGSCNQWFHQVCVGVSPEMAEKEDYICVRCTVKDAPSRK
#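 qHTS format, multiple compound concentrations. Buffer 50 mM HEPES pH 7.5/0.01% Tween-20; 200 nM KDM5BΔAP final; 10 min compound preincubation; substrate-mix levels 12.5 µM peptide, 25 µM α-KG, 0.25 mM NAD⁺; 30 min RT; ΔRFU.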
# Active calls of the source: *; i = inactive; ? = inconclusive; & = joins results of further samples; [ ] = another dose, or the depositor's remark. Potency means the concentration at half of the fitted maximal effect. A portion of the library, so the mix of outcomes need not match the whole.
SMILES,KDM5B inh
Cc1ccc(/C=C/C(=O)O)c(Br)c1,5%
Cc1ccc(-c2cc(C(=O)N3CCN(Cc4ccc(C#N)cc4)CC3)c3ccccc3n2)o1,i
CCOC(=O)N1CCN(S(=O)(=O)c2ccc3c4c(cccc24)C(=O)N3)CC1,?
O=C(NCCc1ccc(F)cc1)Nc1ccccc1Cl,22%&9%
COc1ccccc1NC(=O)NCCN1CCN(c2cccc(Cl)c2)CC1,4%
CCn1c(=O)cc(SCC(=O)Nc2ccc(C)c(F)c2)c2ccccc21,?
CCOc1cc(=O)n2c(c1C(=O)NCC1CCCCC1)CCCCC2,0%
Cc1ccc(NC(=O)c2cc3n(n2)CC(c2ccc(Cl)cc2)OC3)cc1 (stereo not drawn),20µM*
COc1cc(CNC(=O)c2cc(C)nc3ccc(C)cc23)cc(OC)c1OC,-3%
Cn1ncc2c(O/N=C(\N)c3ccc(C(F)(F)F)cc3)ncnc21,-7%
COC[C@@H]1CN(C(=O)c2cc3ccc(OC)cc3[nH]2)C[C@H]1C(N)=O,2%
Cc1cc(C(=O)N2CCC(N3C(=O)C4(CCCC4)C3c3ccccc3)CC2)nn1C (stereo not drawn),-4%
COc1ccccc1NC(=O)CSc1nc(N2CCOCC2)c2c(c1C#N)CC(C)(C)OC2,17%
Cc1nc2cc(NC(=O)c3cccc(Cl)c3)ccc2o1,14%
CN1CCC(N2CCOC[C@H](OCC(=O)N(C)C)C2)CC1,10%[86.2 µM]
N#Cc1cccc(C(=O)N2CCC3(CC2)NC(=O)N(Cc2ccc(F)cc2)C3=O)c1,-11%
Cc1cccc(NC(=O)CSCC(=O)Nc2ccccc2N2CCCC2)c1,-16%
O=C(NCCN1CCN(S(=O)(=O)c2ccc3ccccc3c2)CC1)C(=O)Nc1ccc(F)cc1,-4%
COc1ccc(OC)c(NC(=O)CS(=O)(=O)Cc2nc(-c3ccc(C)cc3)oc2C)c1,1%
CSCCC(NS(=O)(=O)c1ccc2c(c1)oc(=O)n2C)C(=O)N1CCN(c2cc(C)ccc2C)CC1 (stereo not drawn),-16%
CNC(=O)[C@@H]1C[C@@H](O)CN1C1CCN(C(=O)Cn2c(=O)oc3ccccc32)CC1,11%
COc1ccc(OC)c(CN2CCC3OCCN(Cc4ccccc4)C(=O)C3C2)c1 (stereo not drawn),-12%[86.2 µM]
O=C(Nc1ccc(F)c(F)c1)c1ccc2ccccc2n1,-9%
COc1ccc(NC(=O)CCNC(=O)c2ccccc2Cl)cc1OC,1%
Cc1noc2c(NCc3ccccc3)cc(-c3cccnc3)nc12,-15%[86.2 µM]
CCc1ccc(NC(=O)CN(c2ccc(C)cc2)S(=O)(=O)c2c(C)nn(C)c2C)cc1,12%
COc1cccc(NC(=O)NC[C@H]2O[C@@H](CO)[C@@H](O)[C@H]2N2CCN(c3ccccc3OC)CC2)c1,?
COc1ccc(NC(=O)c2cc(-c3ccc(C)c(C)c3O)n[nH]2)cc1Cl,28%
CC(C)n1c(NCc2c[nH]c3ccccc23)nc2ccccc21,0%
Cc1cccc(CC(C)NC(=O)c2coc(COc3ccc4c(c3)OCO4)n2)n1 (stereo not drawn),-22%
O=C(CN1CCN(c2ccccc2O)CC1)Nc1ccnn1Cc1cccc(Cl)c1,-1%
CCC(CC)NC(=O)NC(C)c1ccc(Br)cc1 (stereo not drawn),11%
COc1ccc(-n2c(SCC(=O)N3CCC(C(=O)O)CC3)nc3ccccc3c2=O)cc1OC,21%
O=C1N[C@H](CC(=O)N2CCC(Cc3ccccc3)CC2)C(=O)Nc2ccccc21,-1%
CC(=O)c1ccc(N2C(=O)N(Cc3cc(C)ccc3C)c3ccccc3S2(=O)=O)cc1,-3%
CCc1cc(=O)n(CC(=O)NC2CCCC2)c(-c2cccc(Cl)c2)n1,?
CC(C)CCOc1ccc(C(=O)CCN(C)C)cc1,?
CCc1nncn1C1CCN(C(=O)c2cc(C)cc(C)c2)CC1,8%
O=C(NCCc1ccccc1)c1cc2sccc2n1Cc1ccc(F)cc1,-21%
Cc1ccc(C23CC4CC(CC(C(=O)Nc5cc(Cl)ccc5Cl)(C4)C2)C3)cc1,33%[activator]
CCN(CC)CCNC(=O)CN1C(=O)CSc2ccc(S(=O)(=O)N3CCOCC3)cc21,-15%
Cn1nc(C(=O)Nc2cccc(C(F)(F)F)c2)c2ccccc2c1=O,-2%
COc1ccc(CN2CCNC(=O)C2CC(=O)N(C)CC2CCOCC2)c(F)c1 (stereo not drawn),?
Cc1ccc2cc(C(=O)NCc3ccc(N4CCCCCC4)nc3)c(C)nc2c1,7%
CCO[C@H]1CN(C(=O)c2cccc(-c3cccc(F)c3)c2)C[C@@H]1O,11%
Cc1cn2nc(C(=O)N3CCC(NC(=O)Cc4ccsc4)CC3)cc2c(=O)[nH]1,?
COc1ccc(C2c3ccc(O)cc3Oc3ncn(CCCO)c(=N)c32)cc1OC (stereo not drawn),-2%
O=C(N[C@H]1CO[C@H]2[C@@H]1OC[C@@H]2Nc1nccc(-c2cccs2)n1)C1CCCCC1,35µM*
COc1ccc(CNC(=O)c2cc3n(n2)CC(c2ccc4c(c2)OCO4)OC3)cc1 (stereo not drawn),?
COc1ccc(C2Cn3nnc(-c4noc(-c5ccccc5OC)n4)c3CO2)cc1 (stereo not drawn),?
CC(=O)Nc1ccc(CNC2(Cc3cc(CN4CCN(c5ccccc5)CC4)on3)COC2)cc1,-19%
CN1CCN(Cc2nc(C3(O)CCN(C(=O)c4ccc(F)cc4)CC3)cs2)CC1,-15%[86.2 µM]
CCN(CC)c1cc(C)c2cc(NC(=O)/C=C/c3ccccc3OC(C)C)ccc2n1,?
Oc1ccccc1N1CCN(C(c2ccccc2)c2ccccc2)CC1,-8%
COc1cc(C)sc1C(=O)N1CCC2(CC1)OCCCC2O (stereo not drawn),-5%
COc1cccc(Cn2c(=O)n(-c3ccccc3C)c(=O)c3c2c2cc(C)ccc2n3C)c1,?
CN1CCN(S(=O)(=O)c2cc(Br)cc(C(=O)O)c2)CC1,22%
Cc1nc(-c2ccccc2Cl)sc1C(=O)N[C@H](CC(C)C)C(=O)O,9%
COc1ccc(-n2nc3ccc(NC(=O)c4cc5ccccc5o4)cc3n2)cc1Cl,-16%
O=C1[C@H]2CN(Cc3ccc(F)cc3)C[C@H]2C(=O)N1Cc1ccc2c(c1)OCO2,-23%
# The results go on:
SMILES,KDM5B inh
CCOC(=O)c1ccc(NC(=O)CSc2nc(=O)[nH]nc2C)cc1,-17%
Cc1cccc(NS(=O)(=O)c2c(C)nc3sccn3c2=O)c1C,?
COC(=O)C1=C(C)N=C2SC=C(CC(=O)NCCCN3CCCC3=O)N2C1c1ccccc1 (stereo not drawn),-20%
C=CCOC(=O)/C=C/C(=O)NC(N)=O,?
COc1ccc(-c2nnc(SC)nc2-c2ccc(OC)c([N+](=O)[O-])c2)cc1[N+](=O)[O-],?
Cc1noc(-c2ccc(-c3noc(-c4cccc(Cl)c4)n3)cc2)n1,?
CCNc1nc(SC(C)C(=O)N2CCCC2)nc2ccccc12 (stereo not drawn),-18%
CCCC1(CO)CCCN(CCc2cnn(C)c2)C1 (stereo not drawn),-22%
Cc1ccc(C(=O)Nc2c(C)nc3ccccn3c2=O)cc1,-41%
CNC(=S)NNC(=O)c1ccc(C(C)C)cc1,12%
O=C1CC(c2ccccc2)N(C(=O)C2CC2)CCCN(C(=O)c2ccco2)CCN1 (stereo not drawn),9%
O=C(Nc1ccccc1C(=O)NCC(F)(F)F)c1cnccn1,-6%
CCn1ccc(C(=O)N2CC[C@H]3C(=O)NCCCCCCN(Cc4ccncc4)[C@@H]3C2)n1,?
CCCc1nn2c(=O)cc(COc3ccc(/C=C(\C#N)C(=O)Nc4ccccc4)cc3)nc2s1,-16%
O=C(C(Sc1nc2cc(S(=O)(=O)N3CCCCC3)ccc2o1)c1ccccc1)N1CCCCC1 (stereo not drawn),10%
COC(=O)c1ccc(F)c(NC(=O)CCc2c(C)nc(C)[nH]c2=O)c1,-17%
O=C(Cc1cccc(F)c1)NC1C2CC3CC(C2)CC1C3 (stereo not drawn),5%
CN(C)Cc1cn(C[C@H]2C[C@@H](NC(=O)c3ccc4c(c3)OCO4)[C@H](O)[C@@H]2O)nn1,-30%
Cc1cccc(-c2cc(Nc3cccc(C(=O)Nc4cccc(F)c4)c3)ncn2)c1,?
CCN(CC)CCNc1nc(-n2nc(C)cc2C)nc2sc3c(c12)CC(C)(C)OC3,-20%
CS(=O)(=O)N1CCC(CC(=O)Nc2cccc(F)c2)C1 (stereo not drawn),-12%
O=C(NC1C[C@H]2CC[C@@H](C1)N2S(=O)(=O)c1ccc2c(c1)OCCO2)c1ccc(F)cc1 (stereo partly drawn),4%
O=C(NCCc1c[nH]c2ccccc12)OCc1cn(Cc2cccc(F)c2)nn1,3%
CCN(C)C(=O)CCc1c(C)nn(-c2cccc(C)c2)c1Oc1ccccc1,-7%
CCOC(=O)C1CCN(C(c2ccc(F)cc2)c2sc3nc(-c4ccco4)nn3c2O)CC1 (stereo not drawn),2%
COc1cccc2c1Oc1ncccc1N(C(=O)Nc1cccc(Cl)c1)C2,-19%
CC(CCc1ccccc1)NC(=O)c1ccc(CN2C(=O)NC3(CCOCC3)C2=O)cc1 (stereo not drawn),-10%
CCCCCOc1ccc(/C=C/C(=O)Nc2sc(C(C)=O)c(C)c2C(=O)OCC)cc1OC,?
COc1ccc(OC)c(CCNc2nc3ccccc3c3nc(-c4cccnc4)nn23)c1,-27%
Cn1c(=O)c2c(nc(NCCc3ccccc3)n2Cc2ccc(Cl)c(Cl)c2)n(C)c1=O,2%
O=S(=O)(c1ccc(Br)cc1)c1nc(-c2cccs2)oc1SCc1ccccc1F,-24%
CN1C(=O)c2cccn2CC1CNC(=O)c1cc(-c2ccc(F)cc2)n[nH]1 (stereo not drawn),-9%
O=C(CSc1ncc(-c2ccccc2)[nH]1)Nc1ccccc1,-10%
CCOc1ccccc1NC(=O)CN1C(=O)CC(c2ccc(C)c(C)c2)=Nc2ccccc21,-12%
O=C(NCc1ccccc1)c1cccnc1Sc1ccccc1,21%
COc1ccccc1-n1c(-c2ccccc2)cn2c3c(=O)[nH]c(=O)n(C)c3nc12,-12%
COC(=O)CN1C(C(=O)c2ccccc2)=C(OC(=O)c2ccc(F)cc2)c2ccccc2S1(=O)=O,?
CS(=O)(=O)Oc1ccc2c(c1)O/C(=C/c1cccnc1)C2=O,?
CCCCCOC(=O)c1c(C)oc2cc(C)c(NS(=O)(=O)c3cccs3)cc12,0%
Cc1ccc2nc(COc3ccccc3NC(=O)COc3ccccc3Cl)cc(=O)n2c1,-17%
Cn1cc2c3c(cccc31)CN(C(=O)CC(C)(C)C)CC2,32µM*
Cc1cccn2c(=O)c(C(=O)NC(C)c3ccccc3)c(O)nc12 (stereo not drawn),?
CCc1ccc2c(CN(C)CCOc3ccc(C)cc3)cc(=O)oc2c1,-4%
COc1ccc(CNc2oc(-c3ccc(COc4ccc(Cl)cc4)o3)nc2C#N)cc1,?
CCc1[nH]c2c(CNC(=O)CC3C(=O)NCCN3C(C)C)cc(C)cc2c1C (stereo not drawn),?
CC(Oc1ccc(C(=O)/C=C/c2ccsc2)cc1)C(=O)O (stereo not drawn),?
COCCn1nnnc1C1CC2(CCOCC2)C(=O)N1CCc1ccc(Cl)cc1 (stereo not drawn),-1%
COc1ccc(COc2ccc(C#N)cc2OC)cc1F,-7%
Cc1nn2c(c1-c1ccccc1-c1ccccc1)N(Cc1ccccc1)CCC2,32µM*
COc1ccc(-c2nc(SCC(=O)NC3CCCC3)c(-c3ccc(F)cc3)[nH]2)cc1OC,15%
O=C([C@@H]1C[C@H](F)CN1C(=O)c1cccc(F)c1)N1CCCCC1,11%
O=C(CSc1ncc(-c2ccccc2)o1)Nc1ccc(F)cc1F,-15%
COCc1ccccc1NS(=O)(=O)c1cc(C(=O)O)cc2c1CCC2,16%
Cc1ccc(C)c(OCCOC(=O)c2ccc(CS(C)(=O)=O)cc2)c1,-14%
Cc1ccc(NC(=O)CN2C(=O)NC3(CCCCC3)C2=O)cc1Cl,-19%
O=C(c1ccc2c(c1)N(Cc1ccccc1)C(=O)c1ccccc1S2(=O)=O)N1CCCCCC1,7%
COc1ccc(CCNC(=O)C2CC(=O)N(c3n[nH]c4cccc(F)c34)C2)cc1 (stereo not drawn),-10%
CCC(C)(C)NC(=O)Cc1n[nH]c(=O)c2ccccc12,19%
